CHT inh – human CHT choline transport inhibition; CHT-expressing cells, membrane potential dye, choline response; hits give low values; Q9GZV3; B-score at 10 µM; AID 488975; 310,000 compounds, 0.86% hits;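 active = B-score over 3 SD under the library average, and starting fluorescence ratio not unusually high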;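 note: choline stimulus applied at its EC90 after an EC20 pre-addition; B-score computed on integrated fluorescence ratio after choline addition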
Target sequence (Q9GZV3 whole entry, looked up): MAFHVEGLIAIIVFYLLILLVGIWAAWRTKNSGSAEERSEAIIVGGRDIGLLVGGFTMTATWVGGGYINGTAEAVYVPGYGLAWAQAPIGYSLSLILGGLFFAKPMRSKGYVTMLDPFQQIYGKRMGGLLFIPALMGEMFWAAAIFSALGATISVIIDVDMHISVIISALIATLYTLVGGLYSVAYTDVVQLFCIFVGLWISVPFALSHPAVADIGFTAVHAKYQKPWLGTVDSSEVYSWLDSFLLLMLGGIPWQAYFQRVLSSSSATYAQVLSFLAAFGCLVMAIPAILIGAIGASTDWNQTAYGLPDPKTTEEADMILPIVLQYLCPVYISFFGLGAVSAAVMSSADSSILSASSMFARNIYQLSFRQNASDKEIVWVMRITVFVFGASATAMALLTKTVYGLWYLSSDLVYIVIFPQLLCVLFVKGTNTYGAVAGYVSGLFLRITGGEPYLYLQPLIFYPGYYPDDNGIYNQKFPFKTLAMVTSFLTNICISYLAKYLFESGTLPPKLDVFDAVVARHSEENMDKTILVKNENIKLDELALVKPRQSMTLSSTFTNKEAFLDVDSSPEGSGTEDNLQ
CHT allo act – human CHT allosteric activation; Q9GZV3; CHT-expressing cells, membrane potential dye, choline EC20; hits give high values; LV-AA mutant CHT in HEK293 cells; B-score at 10 µM; 310,000 compounds, 0.49% hits; AID 488977;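 active = initial fluorescence not abnormally high and integrated response B-score, plate-corrected, over 3 SD above library mean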
* hit, by the source's call; i = inactive.

SMILES | CHT inh | CHT allo act
COCCN1C(=O)c2cc(C(=O)Nc3cccc(F)c3)ccc2C1Nc1cccc(F)c1 (stereo not given) | i | i
CC(Cc1n[nH]c(=S)o1)c1ccccc1 (stereo not given) | i | i
CSCCC(NC(=O)c1ccc(=O)n(C)n1)c1nc2ccccc2[nH]1 (stereo not given) | i | i
CCc1cc2c(=O)c(-c3cnn(-c4ccccc4)c3)c(C)oc2cc1OCC(=O)Nc1ccc(F)c(F)c1 | i | i
O=C(COC(=O)CCc1ccc(S(=O)(=O)N2CCOCC2)cc1)Nc1ncc(C(F)(F)F)cc1Cl | i | i
CC1CCCN(C(=O)CCNS(=O)(=O)c2ccc(Br)cc2)C1 (stereo not given) | i | i
COc1cc2c(cc1OC)CN(C(=O)Cc1ccc(OC)c(S(=O)(=O)N3CCOCC3)c1)CC2 | i | i
C(=N\c1ncnc2sccc12)/NOCc1ccccc1 | i | i
COCc1[nH]nc2c1C(c1ccccc1OC)C(C#N)=C(N)O2 (stereo not given) | i | i
COc1ccccc1NC(=O)c1cnc(Nc2ccccc2OC)c2ccccc12 | i | i
C=C1CCC[C@]2(C)C[C@H]3OC(=O)C(CNC(C)(CO)CO)[C@H]3CC12 (stereo not given in full) | i | i
CCOC(=O)c1ccc(CNC(=O)Cn2nnc(-c3ccccc3)n2)o1 | i | i
CCCCCNCC(=O)Nc1cc(C(F)(F)F)ccc1OCCOC | i | i
CCS(=O)(=O)N1CCN(S(=O)(=O)c2ccc3c(c2)OCCO3)CC1 | i | i
CCN1CNC(=S)N(c2ccccc2C)C1 | i | i
COc1ccccc1NC(=O)C1=C(C)NC(=O)NC1c1ccc(C)s1 (stereo not given) | i | i
CCSc1ncc(C#N)c(N)n1 | i | i
COc1ccc(C(CNc2ccc(S(=O)(=O)N3CCCC3)cc2[N+](=O)[O-])N2CCCC2)cc1 (stereo not given) | i | i
CS(=O)(=O)N1CCN(C(=O)c2c(F)cccc2F)CC1 | i | i
CCc1cc(=O)oc2c(CNCc3c(F)cccc3Cl)c(O)ccc12 | i | i
CC(C)NS(=O)(=O)c1ccc(OCC(=O)Nc2ccc(F)cc2)cc1 | i | i
Cc1nc2ccc(N=NN(C)C)cc2[nH]1 | i | i
COc1cc(/C=C/C(=O)NC(=O)c2ccccc2O)ccc1OC(C)=O | i | i
CC1Cc2ccccc2N1C(=O)CO/N=C/c1ccccc1OC(F)F (stereo not given) | i | i
O=c1cc(O)c2sc3nc(-c4cccnc4)cc(C(F)(F)F)c3c2[nH]1 | i | i

More records:
SMILES | CHT inh | CHT allo act
COc1ccc(OC)c(NC(=O)C2CCCC2)c1 | i | i
COc1ccccc1CN(C)C(=O)c1ccc(COc2ccccc2)cc1 | i | i
CCN(CC(=O)Nc1c(F)cccc1F)C(=O)c1ccc(N2CCCC2=O)cc1 | i | i
Cc1ccccc1NC(=O)c1c(C)nc(SCC(=O)OCc2ccccc2)c(C#N)c1-c1ccc(F)cc1 | i | i
COc1ccc(CCn2c(N)cc(=O)[nH]c2=O)cc1OC | i | i
CCCN(CC(=O)Nc1ccccc1C)C(=O)c1ccc(COc2ccccc2)cc1 | i | i
CN(C)S(=O)(=O)c1cccc(NC(=S)N2CCCCC2CO)c1 (stereo not given) | i | i
CNc1ccc(Br)cc1C(O)c1ccccc1 (stereo not given) | i | i
N#Cc1cccc(NC(=O)Cc2ccsc2)c1 | i | i
CCN1CCN(c2nc(S(=O)(=O)c3ccc(C)cc3)c(Cl)s2)CC1 | i | i
NS(=O)(=O)c1ccc(NC(=O)CN2C(=O)c3ccccc3C2=O)cc1 | i | i
O=[N+]([O-])c1ccc2c(c1)C(O)n1nc(-c3ccc(Cl)cc3Cl)nc1S2 (stereo not given) | i | i
COc1ccc(NC(=O)CC2C(=O)N(C)C(=S)N2CCc2ccccc2)cc1 (stereo not given) | i | i
CC(=O)NCC(=O)N(Cc1ccco1)C1(C(=O)NC2CCCC2)CCCCC1 | i | i
COc1ccc(CN(Cc2cc3ccc(C)cc3[nH]c2=O)Cc2nnnn2C2CCCC2)cc1 | i | i
CCc1ccc(OC(=O)Nc2ccccc2)cc1 | i | i
Cn1nc(-c2ccc(Cl)cc2)cc1NC(=O)CSCC(=O)O | i | i
CCOC(=O)c1cc(-c2ccccc2C)nn1Cc1cc(CC)no1 | i | i
CC(C)(C)c1ccc(OCC(O)CN2CCOCC2)cc1 (stereo not given) | i | i
OCCN(Cc1ccccc1)Cc1ccccc1F | i | i
COc1cccc(NS(=O)(=O)Cc2ccccc2)c1 | i | i
CC(C)(CO)Nc1nc(Nc2ccccc2)nc(Nc2ccccc2)n1 | i | i
CN1CCN(C(=O)c2cnn(-c3ccccc3)c2NC(=O)c2ccccc2)CC1 | i | i
CCN(CC)c1ccc(NC(=S)NC(=O)C2CCC2)cc1 | i | i
Cc1ccccc1C(=O)O/N=C(\N)Cc1cccs1 | i | i

(further entries)
SMILES | CHT inh | CHT allo act
CN(C)c1ccc(C(c2ccc(N(C)C)cc2)c2ccc([N+](=O)[O-])cc2)cc1 | i | i
O=C(CC1(O)C(=O)N(Cc2ccccc2Cl)c2ccccc21)c1ccco1 (stereo not given) | i | i
CCCCSCCCNC(=O)C1CCC(CNS(=O)(=O)c2ccccc2)CC1 (stereo not given) | i | i
C=CCN1C(=O)/C(=C/c2cccs2)S/C1=N\S(=O)(=O)c1ccc(F)cc1 | i | i
CCN(CC)CC(=O)N1c2ccccc2Sc2ccccc21 | i | i
CCCNC(=O)c1ccc2nc(-c3ccccc3)c(-c3ccccc3)nc2c1 | i | i
CN1CCN(S(=O)(=O)c2cccc(C(=O)N(Cc3ccccc3)c3ccccc3)c2)CC1 | i | i
Cc1ccc(C(=O)OCc2cc3ccccc3[nH]c2=O)cc1 | i | i
CCOC(=O)c1c(CN2CCOCC2)oc2ccc(OC(C)=O)cc12 | i | i
Cc1cc(C)c(C(=O)c2ccc(C(=O)N3CCCCC3)cc2)c(C)c1 | i | i
CN1CCN(c2oc(-c3cccs3)nc2S(=O)(=O)c2ccccc2)CC1 | i | i
CCCCn1c(SCC(=O)Nc2nnc(CC)s2)nc2c1c(=O)n(C)c(=O)n2C | i | i
CCOC(=O)c1sc(=NC(=O)/C=C/c2cccs2)n(C)c1C | i | i
CCOCCCN1CC(C(=O)NCCc2ccc(C)cc2)CC1=O (stereo not given) | i | i
CCOC(=O)CSC1=C(C#N)C(c2ccccc2OC)CC(=O)N1 (stereo not given) | i | i
Cc1ccc(NC(=O)c2ccc(NS(=O)(=O)/C=C/c3ccccc3)cc2)nc1 | i | i
CCOc1cccnc1Sc1ccccc1 | i | i
C=C(C)CC1N(c2cccc(OC)c2)C(=O)[C@@H]2C(C(=O)O)[C@H]3C=C[C@@]12O3 (stereo not given in full) | i | i
CN(C)/C=C1\Cc2ccccc2C1=O | i | i
O=C(Cn1cc[n+](CC(=O)c2ccc(Cl)cc2Cl)c1)c1ccc(Cl)cc1Cl | i | i
Cc1ccc2c(c1)nnn2C1CCN(CC(=O)Nc2ccccc2N2CCOCC2)CC1 | i | i
CCCC[n+]1ccn(-c2nc3ccccc3nc2[N-]S(=O)(=O)c2ccc(C)cc2)c1 | i | i
O=c1nc2ccccc2c2n1CC(CN1CCN(C(c3ccccc3)c3ccccc3)CC1)N2 (stereo not given) | i | i
CN(C)N1C(=O)/C(=C/c2ccco2)SC1=Nc1ccccc1 | i | i
COc1ccc(NC(=O)c2cccnc2SC)cc1S(=O)(=O)N1CCCCC1 | i | i

(listing goes on)
SMILES | CHT inh | CHT allo act
C[N+](C)(C)CCCNC(=O)c1ccc(/C=N/O)nc1 | i | i
COc1ccc(OC)c(NC(=O)c2cc(S(=O)(=O)N(C)C)ccc2N2CCCC2)c1 | i | i
C=CCc1ccc(OCC(O)CN2CCCCC2)c(OC)c1 (stereo not given) | i | i
O=C(COC(=O)c1cccc(O)c1)Nc1ccc(OC(F)F)cc1 | i | i
C=CCNC(=O)/C=C/c1ccc(C(C)C)cc1 | i | i
CCN(CC)S(=O)(=O)c1ccc(Cl)c(C(=O)Nc2nnc(C)s2)c1 | i | i
CCN(CC)S(=O)(=O)c1ccc(N2CCCCC2)c(NC(=O)C2CCN(C(=O)c3ccc(F)cc3)CC2)c1 | i | i
CCOC(=O)N1CCC(N2C(=O)c3ccc(C(=O)NCCC(C)C)cc3C2=O)CC1 | i | i
CCN(CC)c1c(-c2ccccc2)c2cc(C)ccc2[nH]c1=O | i | i
CC(C)(C)NS(=O)(=O)c1ccc(NS(=O)(=O)Cc2ccccc2)cc1 | i | i
CC(Oc1ccccc1)C(=O)N1CCC2(CC1)Oc1ccc(F)cc1C(=O)C21CC(c2ccc(Cl)cc2)=NO1 (stereo not given) | i | i
CC(=O)N1CC2(C)CN(C(C)=O)CC(C)(C1)C2O (stereo not given) | i | i
CCOc1cc(/C=C(\CC(=O)O)c2nc3ccccc3s2)ccc1OC | i | i
COCCN(C(=O)CCc1nnc(CCc2c[nH]c3ccccc23)o1)C(C)C | i | i
Cc1cccc(OCC(=O)NCC(=O)N/N=C/c2cccs2)c1 | i | i
O=C(NC1CCCCC1)c1ccc(CS(=O)Cc2ccccc2Cl)o1 (stereo not given) | i | i
CCCn1c(SCC(=O)Nc2ccc(C)c(S(=O)(=O)N3CCOCC3)c2)n[nH]c1=O | i | i
NC(=O)Cn1nc(-c2ccccc2)nc1-c1ccccc1 | i | i
CCOC(=O)c1nn(-c2ccc(Cl)cc2)c2nc(-c3ccc(C)cc3)c(C#N)c(=O)n12 | i | i
CC1(C)Cc2c(sc3nc(NCCN4CCOCC4)n4ncnc4c23)CO1 | i | 6.5*
O=C(CNC(=O)c1cccs1)NCCN1CCC(Cc2ccccc2)CC1 | i | i
Nc1nc(C23CC4CCC(CC(C4)C2)C3)cs1 | i | i
O=C(Nc1ccc(Cc2ccncc2)cc1)c1ccc(N2CCOCC2)c([N+](=O)[O-])c1 | i | i
CC(Sc1nnc2ccccn12)C(=O)Nc1ncc(Cl)cc1Cl (stereo not given) | i | i
Cc1ccc(NC(=O)Cc2sc(C)nc2-c2ccc(C)cc2)cc1 | i | i

Sorted by SMILES length (ascending): 16 of the compounds above.
SMILES | CHT inh | CHT allo act
C=CCNC(=O)/C=C/c1ccc(C(C)C)cc1 | i | i
C=CCc1ccc(OCC(O)CN2CCCCC2)c(OC)c1 (stereo not given) | i | i
NC(=O)Cn1nc(-c2ccccc2)nc1-c1ccccc1 | i | i
CC(=O)N1CC2(C)CN(C(C)=O)CC(C)(C1)C2O (stereo not given) | i | i
Cc1cccc(OCC(=O)NCC(=O)N/N=C/c2cccs2)c1 | i | i
CCN(CC)c1c(-c2ccccc2)c2cc(C)ccc2[nH]c1=O | i | i
O=C(CNC(=O)c1cccs1)NCCN1CCC(Cc2ccccc2)CC1 | i | i
CC1(C)Cc2c(sc3nc(NCCN4CCOCC4)n4ncnc4c23)CO1 | i | 6.5*
CCN(CC)S(=O)(=O)c1ccc(Cl)c(C(=O)Nc2nnc(C)s2)c1 | i | i
CC(C)(C)NS(=O)(=O)c1ccc(NS(=O)(=O)Cc2ccccc2)cc1 | i | i
CCOC(=O)N1CCC(N2C(=O)c3ccc(C(=O)NCCC(C)C)cc3C2=O)CC1 | i | i
COc1ccc(OC)c(NC(=O)c2cc(S(=O)(=O)N(C)C)ccc2N2CCCC2)c1 | i | i
CCCn1c(SCC(=O)Nc2ccc(C)c(S(=O)(=O)N3CCOCC3)c2)n[nH]c1=O | i | i
O=C(Nc1ccc(Cc2ccncc2)cc1)c1ccc(N2CCOCC2)c([N+](=O)[O-])c1 | i | i
CCOC(=O)c1nn(-c2ccc(Cl)cc2)c2nc(-c3ccc(C)cc3)c(C#N)c(=O)n12 | i | i
CC(Oc1ccccc1)C(=O)N1CCC2(CC1)Oc1ccc(F)cc1C(=O)C21CC(c2ccc(Cl)cc2)=NO1 (stereo not given) | i | i

(list continues)
SMILES | CHT inh | CHT allo act
CC(=O)c1c(N2CCOCC2)nc(=S)n(-c2ccccc2)c1C | i | i
CCC(C)(C)NC(=O)CN(Cc1ccco1)C(=O)CCC(=O)Nc1nccs1 | i | i
NC(=O)C1c2ccccc2Oc2ccccc21 | i | i
Cc1ccc(C)c2c1cc(C)c1nnc(SCC(=O)N3CCCc4ccccc43)n12 | i | i
O=C1C=C(NCc2ccco2)CCC1 | i | i
COc1ccc(N2CCN(C3CCCN(S(=O)(=O)c4ccccc4)C3)CC2)cc1 (stereo not given) | i | i
COc1ccc(C(=O)N/N=C/c2ccc(OC)c(CN3CCN(c4ccc(F)cc4)CC3)c2)cc1 | i | i
COc1ccc(C)cc1S(=O)(=O)N(CC(=O)O)c1ccccc1 | i | i
Cc1ccc2nc(NC(=O)CN(C)S(=O)(=O)c3cccc4nsnc34)sc2c1 | i | i
CCCCN(CC)S(=O)(=O)c1ccc(C(=O)Nc2nnc(-c3cccs3)o2)cc1 | i | i
O=[N+]([O-])c1ccc(CSc2ncnc3ccccc23)cc1 | i | i
Cc1ccc(-c2[nH]ncc2C(=O)c2ccccc2C)c(O)c1 | i | i
CC(C)Oc1ccc(CN2CCCC(CO)(Cc3ccccc3)C2)cc1CO (stereo not given) | i | i
O=c1c2ccccc2nc(SCc2cn3ccsc3n2)n1-c1ccccc1 | i | i
C=CCCc1ccc(C#N)c(SCc2c(C(=O)OCC)c3cc(OC(C)=O)c(Br)cc3n2C)n1 | i | i
O=C(NCC(c1cccs1)N1CCOCC1)C1CCN(S(=O)(=O)c2ccccc2C(F)(F)F)CC1 (stereo not given) | i | i
Cc1cc(C(=O)O)oc(=O)c1 | i | i
CS(=O)(=O)N(CC(=O)N1CCN(Cc2ccc3c(c2)OCO3)CC1)C1CCCCC1 | i | i
O=C(COc1ccccc1Cl)Nc1cnn(Cc2ccccc2)c1 | i | i
CCOC(=O)C1=C(O)C(=O)N(c2ccc(S(N)(=O)=O)cc2)C1c1ccccc1 (stereo not given) | i | i
CCc1ccc(NC(=O)CN(N=Nc2nonc2C)c2nonc2C)cc1 | i | i
Cc1ccccc1/C=N/NC(=O)Cn1cnc([N+](=O)[O-])n1 | i | i
CN(Cc1ccccc1)c1ccc(C(CC(N)=O)NC(=O)c2ccc(Br)cc2)cc1[N+](=O)[O-] (stereo not given) | -6.5* | i
CCCCc1cc(=O)oc2cc(C)cc(OCC(=O)N3CCC(C(=O)O)(c4ccccc4)CC3)c12 | i | i
COc1cc(OC)cc(C(=O)NC(C(=O)O)C23CC4CC(CC(C4)C2)C3)c1 (stereo not given) | i | i
